Screening data from PubChem.
hERG WT inh = inhibitors of human wildtype KCNH2 potassium channel; Q12809; U2OS, BacMam KCNH2, thallium flux FluxOr; hits give low values; activity change, % at 1.84 µM; hit rate 0.37% among 340,000; AID 720551;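 active = maximum activity change below -70%; inconclusive = maximum activity change between -70% and -50%; inactive = maximum activity change above -50%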; note: % is set by controls: 0 for no effect and ±100 for the full control effect
Target sequence (Q12809 whole entry, looked up): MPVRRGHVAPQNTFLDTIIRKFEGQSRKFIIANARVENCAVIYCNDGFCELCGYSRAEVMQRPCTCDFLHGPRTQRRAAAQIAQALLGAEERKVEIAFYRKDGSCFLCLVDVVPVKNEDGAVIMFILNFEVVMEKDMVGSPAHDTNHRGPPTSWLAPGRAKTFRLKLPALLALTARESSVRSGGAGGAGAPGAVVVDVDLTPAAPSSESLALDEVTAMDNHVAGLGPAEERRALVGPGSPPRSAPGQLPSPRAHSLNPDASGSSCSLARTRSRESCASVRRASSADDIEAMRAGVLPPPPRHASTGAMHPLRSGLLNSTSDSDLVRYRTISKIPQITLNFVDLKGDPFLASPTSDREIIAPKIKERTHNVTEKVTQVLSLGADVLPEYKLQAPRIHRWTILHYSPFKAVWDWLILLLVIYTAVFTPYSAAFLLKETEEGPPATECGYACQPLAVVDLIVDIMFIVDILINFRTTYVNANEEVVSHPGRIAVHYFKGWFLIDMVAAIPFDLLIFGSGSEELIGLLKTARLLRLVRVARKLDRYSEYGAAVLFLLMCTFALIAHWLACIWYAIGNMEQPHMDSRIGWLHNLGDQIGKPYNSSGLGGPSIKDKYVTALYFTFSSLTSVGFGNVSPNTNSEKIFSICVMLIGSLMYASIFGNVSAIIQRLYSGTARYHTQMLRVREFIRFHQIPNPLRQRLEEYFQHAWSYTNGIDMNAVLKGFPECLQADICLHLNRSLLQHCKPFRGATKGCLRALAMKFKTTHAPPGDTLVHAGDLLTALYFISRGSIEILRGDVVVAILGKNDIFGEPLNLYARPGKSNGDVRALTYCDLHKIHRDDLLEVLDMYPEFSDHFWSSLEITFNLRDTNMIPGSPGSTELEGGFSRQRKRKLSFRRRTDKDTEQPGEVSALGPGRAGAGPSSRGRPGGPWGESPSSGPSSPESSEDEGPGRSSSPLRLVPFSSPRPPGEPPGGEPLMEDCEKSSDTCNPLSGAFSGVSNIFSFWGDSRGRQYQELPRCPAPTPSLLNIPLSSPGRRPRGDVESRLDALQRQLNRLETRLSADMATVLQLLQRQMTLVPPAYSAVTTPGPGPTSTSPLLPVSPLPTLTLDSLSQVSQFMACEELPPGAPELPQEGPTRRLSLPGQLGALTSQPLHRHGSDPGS
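U2OS cells transduced with wild-type KCNH2 virus are loaded with FluxOr dye for 45 min, and thallium flux is measured in kinetic reads before and after stimulation buffer. Rate constants are normalized to DMSO controls.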
KCNH2 3.1 inh = inhibitors of human KCNH2 3.1 potassium channel isoform; U2OS KCNH2 3.1, thallium flux FluxOr; hits give low values; activity change, % (tested at about 1.8 µM); hit rate 0.95% among 340,000; AID 720553;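 active = maximum activity change below -70%; inconclusive = maximum activity change from -70% to -50%; inactive = maximum activity change above -50%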;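 note: thallium influx rate constant from kinetic fluorescence after stimulation buffer; % is set by controls: 0 for no effect and ±100 for the full control effect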
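U2OS cells transduced with KCNH2 3.1 mutant virus (1.77 x 10^8 /mL, 4 h), plated overnight at 37 C, loaded 45 min with FluxOr dye plus Red40 quencher. Thallium flux rate constant from kinetic reads after stimulation buffer, normalised to controls.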
TRPV1 ag = human TRPV1 agonism | TRPV1-expressing cells, Fluo-8 calcium influx, agonist mode | activation, % at 8.33 µM | hit rate 0.19% among 320,000 | AID 540275; in the data active = activation above about 80%; inconclusive = between about 30% and that limit; note: 0% is about no effect
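Cells expressing TRPV1 were dye-loaded with Fluo-8 and read kinetically: 10 s baseline, 3 min after compound (agonist portion), then 2 min after EC20 capsaicin (allosteric enhancer portion). Calcium-bound dye fluorescence at 480/520 nm.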
ASM inhibitor = inhibitors of human secretory acid sphingomyelinase. hit rate 0.006% among 340,000. Potency, µM (doses to about 57.5 µM), for the others: at the top dose activity change, negative = inhibition, usual class: inhibitors. placental ASM, HMU-PC fluorogenic substrate, 60 min. P17405; note: potency is the fitted concentration of half-maximal effect
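Fluorescence read-out (Ex 386 nm, Em 447 nm) after stopping the reaction at pH 10. Enzyme: ASM from human placenta; substrate HMU-PC0, 9 uM final; 60 min, 37 °C. Compound preincubation 10 min, ambient temperature.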
CXXC DNA block = inhibitors of human MLL CXXC domain-DNA interaction; Q03164; MLL-CXXC / FITC-HOXA9 DNA fluorescence polarization; Potency, µM (highest dose often 115 µM), for the others: at the top dose activity change, negative = inhibition, actives largely listed as inhibitors; hit rate 0.037% among 290,000; active = well fitted inhibition curve with a large enough effect in the polarisation, with a control signal flat, not every such curve was filed as active; inconclusive = small, poorly fitted or top-dose-only effect, or effect the other way, or a change in a side signal; inactive = no such curve, though single readings can be large or run the other way; the % refers to the polarisation; note: potency is the fitted concentration of half-maximal effect
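Fluorescence polarization: 7 uM MLL-CXXC (stock) preincubated 5 min with compounds, then 50 nM fluorescein-HOX-A9 DNA (stock) added; 30 min ambient. Buffer 50 mM Tris-HCl pH 7.5, 50 mM NaCl, 1 mM DTT, 0.05% BSA.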
Coupling enz = counter-screen for Giardia aldolase inhibitors: coupling enzyme system; coupling enzyme system counterscreen, AmpLite Red fluorescence; activity change, negative = inhibition, % at 58.2 µM, hits read low; hit rate 0.67% among 290,000; AID 2472; in the data active = activity change below about -30%; note: % is set by controls: 0 for no effect and ±100 for the full control effect
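Activity here indicates interference with the coupling reaction, not aldolase inhibition. Compounds at 57.5 uM final met coupling enzymes for 10 min at RT; substrate and AmpLite Red detection followed, with a 525/598 nm fluorescence read after 20 min.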
A-T KAP1 phos = potential ataxia-telangiectasia treatment. AID 485349. Potency, µM (titrated, usually from 57.5 µM), without a hit: at the top dose activation, actives largely listed as activators. hit rate 0.19% among 320,000. […] A-T fibroblasts, KAP-1 phosphorylation AlphaLISA; neocarzinostatin DNA damage 30 min before lysis; note: potency is the fitted concentration of half-maximal effect; % of control where 0% means no effect; nearly all actives have a fitted effect of over 45% in size
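hTERT-immortalized A-T patient fibroblasts ([…]), 500 cells/well in OPTI-MEM, 1% FBS, got compounds for 60 min, then NCS for 30 min at 37C. Lysates were then assayed for phospho-KAP-1 by AlphaLISA (anti-pKAP1 donor, anti-KAP1 acceptor beads), 6 hr at 25C.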
GALK inh = inhibitors of human galactokinase. P51570. Purified GALK, Kinase-Glo residual ATP luminescence. Potency, µM (highest dose often 57.5 µM), for inactives: top-dose activity change, negative = inhibition, actives largely listed as inhibitors. hit rate 0.007% among 270,000. AID 1868; note: potency is the fitted concentration of half-maximal effect; % is set by controls: 0 for no effect and ±100 for the full control effect
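ATP-depletion format; final 35 uM ATP, 100 uM D-galactose, 5 nM enzyme; pH 8.0 HEPES/Mg2+ buffer; 60 min RT; luminescence read 10 min after detection reagent.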
Integrin act MD = activators of alpha7 integrin expression for muscular dystrophy; alpha7betagal myoblasts, beta-gal FDG fluorescence, 48 h; Potency, µM (series often up to 38.3 µM), for inactives: at the highest dose activation, actives largely listed as activators; hit rate 0.064% among 350,000; AID 624291;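 note: potency is the fitted concentration of half-maximal effect; 100% = response of the positive control SU9516; nearly all actives have a fitted effect of over 60% in size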
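Alpha7betagal+/- myoblasts (passage 13) were plated 16-24 hr, then exposed to compounds (1:260 dilution of DMSO stock) for 48 hours at 37C. After MPER lysis, β-galactosidase reporter activity was read as FDG fluorescence (ex 480/em 540) after 30 minutes.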
MBNL1 CUG block = blocks human MBNL1 binding to CUG repeat RNA; Q9NR56; TR-FRET MBNL1-His/biotin-(CUG)12 binding, 665/545 ratio; Potency, µM (top dose mostly 57.5 µM), for the others: at the top dose activity change, negative = inhibition, actives largely listed as inhibitors; hit rate 0.036% among 280,000; active = well fitted inhibition curve with a large enough effect in the signal ratio, with a control signal flat, not every such curve was filed as active; inconclusive = small, poorly fitted or top-dose-only effect, or effect the other way, or a change in a side signal; inactive = no such curve, though single readings can be large or run the other way; the % refers to the signal ratio; note: potency is the fitted concentration of half-maximal effect; % is set by controls: 0 for no effect and ±100 for the full control effect
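TR-FRET readout: Ex 340 nm, 665/545 nm emission ratio, normalized to buffer-only (basal) and MBNL1-(CUG)12 controls. Complex of MBNL1-His with Biotin-(CUG)12, compounds 92 nM–58 uM, incubated 60 min at room temperature.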
Active calls of the source: *; u = inconclusive; x = no result given. Unless noted, calls come from the whole dose curve; as a rule, active = well fitted curve in the direction sought with a large enough effect; inconclusive = small, poorly fitted or top-dose-only effect, or another doubt; inactive = no such curve, though single readings can be large; an effect the other way counts as inactive or inconclusive.

SMILES	hERG WT inh	KCNH2 3.1 inh	TRPV1 ag	ASM inhibitor	CXXC DNA block	Coupling enz	A-T KAP1 phos	GALK inh	Integrin act MD	MBNL1 CUG block
CCN1C(=O)/C(=C2\SC(=S)N(CCCOC)C2=O)c2ccccc21	3.6	10.2	0.7	-6.7%	0.2%	-3.9	9.9%	-1.3%	15.9%	1.1%
O=C(CCCCCNC(=S)Nc1ccc(Cl)cc1)C[N+](=O)[O-]	-6.9	u	0.2	-1.7%	3.9%	-2.5	-3.5%	-2.6%	10.6%	-1.6%
COc1ccc(C2N3CC4(C)CN2CC(C)(C3)C4O)cc1 (stereo not drawn)	7.9	-14.1	7.4	0.5%	11.6%	-0.2	1.2%	0.2%	7.9%	6.7%
CCN(c1ccc(NC(=O)CSCc2c(C)noc2C)cc1)C(C)C	-6.0	-13.1	23.4	6.2%	x	x	-1.8%	x	-31.3%	x
C=CCn1c(=O)c(C(=O)NCc2ccc3c(c2)OCO3)c(O)c2cc(OC)c(OC)cc21	7.8	0.5	1.9	7.0%	6.6%	1.2	-3.8%	0.0%	-4.0%	-7.2%
O=C(Nc1ccccc1)c1cccc(NC(=O)c2ccco2)c1	1.5	-0.4	x	-5.0%	x	x	x	x	-20.3%	x
C=CCN1C(=O)c2ccc(C(=O)N(C)CC(=O)Nc3ccccc3Cl)cc2C1=O	-4.0	-8.1	1.0	5.4%	x	x	2.1%	x	12.7%	x
COc1ccc2nc(-n3c(O)c(C4=c5ccccc5=NC4=O)[nH]c3=S)sc2c1	-23.1	10.3	-3.1	u	u	1.6	-3.4%	0.1%	20.2%	19.3%
O=C(CSc1nnc(-c2cccnc2)o1)Nc1cccc(F)c1	-0.9	-21.4	4.6	0.6%	x	x	3.6%	x	10.6%	x
COC(=O)c1ccc2nc3c(cc2c1)[C@@H]1CCN2C(=O)CCC[C@H](C3)[C@H]12	0.7	8.2	x	2.2%	x	x	x	x	8.1%	x
CCN(CC)c1nc(N2CCOCC2)c(C#N)c2c1CN(C)CC2	6.2	3.9	4.4	16.1%	-6.4%	0.6	11.7%	3.2%	-4.2%	0.8%
CCN(C(=O)c1cnc(NC(C)C)cc1C(F)(F)F)c1ccc(Cl)cc1Cl	-2.6	-14.1	u	4.6%	-10.0%	-2.5	2.6%	-1.2%	0.0%	x
Cc1ccc(C)c(S(=O)(=O)Nc2ccc(S(=O)(=O)Nc3onc(C)c3C)cc2)c1	6.3	18.3	-2.7	4.6%	16.2%	2.1	4.3%	-4.8%	-12.3%	-3.5%
Cc1[nH]n(C(N)=S)c(=O)c1N=Nc1ccccc1C(F)(F)F	-2.8	-4.7	-4.0	-10.2%	-2.8%	1.4	-5.9%	0.7%	23.2%	u
COc1ccc(/C=N/NC(=O)OC(C)(C)C)cc1OC	2.8	4.4	-0.3	-1.7%	5.2%	5.0	-4.1%	0.4%	-9.8%	3.4%
Cc1ccc([N+](=O)[O-])cc1NC(=O)CCSc1ccc(Cl)cc1	3.4	-27.9	-2.6	-3.8%	10.2%	-2.7	x	0.1%	-2.8%	-0.2%
O=C1OC(c2ccccc2)=C/C1=C/c1cccs1	-3.5	-5.2	u	-9.0%	-5.6%	2.1	2.7%	0.0%	-12.8%	u
CC(=O)Nc1ccc(Nc2nnc(-c3ccc(C)c(S(N)(=O)=O)c3)c3ccccc23)cc1	4.4	8.9	-2.5	-4.9%	u	1.1	-13.3%	3.3%	-19.2%	16.3%
COC(=O)c1cc2n(n1)CCN(Cc1ccccc1Cl)C2=O	17.3	x	-0.3	1.2%	-1.7%	10.4	4.1%	-0.3%	18.3%	-2.0%
O=C(NCc1ccc2c(c1)OCO2)c1cc(Cl)ccc1Cl	3.1	-0.6	6.5	x	-7.8%	-2.6	22.6%	x	x	-3.7%
CCn1c(SC(C)C)nnc1C1CCN(S(=O)(=O)c2ccc(OC)cc2)CC1	1.8	-1.6	-1.3	-1.5%	9.9%	3.2	-0.2%	-1.4%	-34.2%	-7.2%
COc1ccc(NC2(c3ccc(Cl)cc3)C(=O)c3ccccc3C2=O)cc1	1.4	10.3	4.5	-0.4%	3.0%	-5.2	-1.7%	x	-5.7%	3.1%
Cn1nc(-c2ccccc2)cc1NC(=O)C1CCCCC1	-1.5	6.3	20.6	-0.3%	-4.4%	-4.4	17.5%	4.7%	-10.4%	-6.4%
O=c1c2c(nc3nc(CCc4ccccc4)[nH]n13)CCC2	11.4	3.2	-0.1	-0.6%	-0.9%	-0.7	0.3%	1.2%	-22.6%	-9.5%
CCN1CCn2c3c(c4cc(Cl)ccc42)CCCC31 (stereo not drawn)	-14.9	8.0	-5.9	0.9%	12.1%	-0.2	6.3%	-0.3%	-25.9%	13.9%
O=C(O)/C=C/C(=O)Nc1ccccc1-c1ccccc1NC(=O)/C=C/C(=O)O	-6.1	9.4	0.8	-0.2%	-26.4%	0.9	-5.9%	0.7%	16.0%	x
Cc1ccc(OCc2nnc(SCC(=O)Nc3nccs3)n2-c2ccccc2)cc1C	7.1	-2.1	0.4	-0.3%	-14.9%	1.0	-6.6%	-1.9%	19.4%	2.4%
O=C(N/N=C/c1ccc(N2CCOCC2)s1)c1ccccc1Cl	0.3	-2.7	4.3	14.7%	0.3%	-3.1	-3.2%	1.5%	u	u
Cc1ccc(C(C(=O)NCC2CCCO2)N(Cc2ccccc2F)C(=O)Cn2nnc(-c3cccs3)n2)cc1 (stereo not drawn)	-2.1	-2.3	1.4	-3.1%	7.8%	1.1	-1.2%	-2.0%	-1.7%	-2.4%
Cc1ccc(OCc2ccc(C(=O)NCC3CCCO3)cc2)cc1 (stereo not drawn)	6.1	-1.9	23.7	3.3%	5.3%	0.1	0.4%	-0.9%	19.9%	-4.2%
Nc1nnc(SCc2cccc(C(F)(F)F)c2)s1	7.4	5.5	0.2	-1.8%	-5.6%	2.1	8.1%	3.3%	0.0%	-2.5%
COc1ccc(F)cc1S(=O)(=O)NCC(=O)NCc1cc(=O)n(C)c(=O)n1C	5.6	-12.3	1.1	3.8%	12.3%	0.1	-4.5%	-1.6%	14.9%	-7.5%
CS(=O)(=O)N(CC(O)CON=C1c2ccccc2-c2ccccc21)c1ccc(F)cc1 (stereo not drawn)	-4.0	-1.2	-3.0	-8.2%	-4.7%	1.6	x	1.2%	-1.3%	3.2%
CCCN(CCC)C1CC(=O)N(Cc2ccccc2)C1=O (stereo not drawn)	0.2	25.3	1.0	-1.1%	8.7%	1.9	-11.1%	3.8%	11.7%	9.5%
Cc1cc(NC(=O)CSc2nnc(-c3ccccc3F)n2C)no1	-1.9	-13.6	-0.8	-0.1%	x	x	-1.6%	x	-16.0%	x
CN(C)c1ccc(Nc2cc(Cl)ncn2)cc1	-4.9	10.5	-0.6	4.0%	-1.3%	-3.1	-24.6%	3.3%	18.8%	-2.5%
O=C(NNC(=O)c1ccc([N+](=O)[O-])o1)c1ccccc1	-7.0	-7.8	1.8	-2.4%	-5.0%	-8.9	16.4%	0.7%	-33.8%	u
COc1ccc(N2CCN(Cc3nc4c(c(=O)n(C)c(=O)n4C)n3CCc3ccccc3)CC2)cc1	-5.1	-7.5	3.2	-13.6%	-1.9%	-1.5	-4.0%	-1.1%	8.6%	-8.5%
COc1ccc(C(=O)NCc2ccc3c(c2)OCO3)cc1S(=O)(=O)N(C)Cc1ccccc1	-1.2	-7.6	8.8	-3.5%	-2.8%	5.4	5.3%	-2.8%	17.0%	-12.7%
Oc1cccc(N2Cc3ccccc3C2)c1	0.9	1.3	1.2	-0.9%	-4.8%	-3.5	0.0%	3.8%	6.1%	6.7%
COc1cc(CN2CCC(C(=O)NC3CCCC3)CC2)cc(OC)c1O	22.5	0.7	2.0	0.3%	-5.1%	-22.6	0.5%	1.9%	-36.9%	3.6%
CCC(OC(=O)c1ccco1)C(=O)NCc1ccc(OC)cc1 (stereo not drawn)	5.4	-8.5	0.0	-0.8%	-1.0%	-0.5	-4.5%	7.3%	u	1.3%
CC1CCCC(NC(=O)COC(=O)c2ccc3c(c2)OCCO3)C1C (stereo not drawn)	u	-8.2	x	-2.5%	x	x	-3.5%	x	9.7%	x
CS(=O)(=O)N1CCc2cc(-c3csc(NC(=O)Cc4ccccc4)n3)ccc21	4.9	-2.6	-4.6	-20.4%	8.5%	-0.1	3.4%	-2.9%	-42.6%	-0.5%
